Assay outcomes (PubChem BioAssay)
sdo1 growth = compounds rescuing growth of sdo1-depleted yeast, bone marrow failure model; z-score at 10 µM; 140,000 tested, 0.21% active; S. cerevisiae sdo1-depleted JHY4D growth rescue, OD600 30 h; stronger effect = higher value; pdr5 snq2 efflux-pump mutant strain; AID 817;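 active = z-score above 3 at both the 24 hr and the 30 hr optical density reads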;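 note: z-score against mean and SD of all compound wells on the same plate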
INS promoter inh = TRM-6 insulin promoter activity inhibition; TRM-6 cells (human fetal islet line), insulin promoter-eGFP reporter, imaging; reporter expression induced with tamoxifen; inhibition, % at 2 µM; 130,000 tested, 0.9% active;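 active = inhibition above the mean plus 3 SD, with well images judged a real hit on visual review, cut at about 60% in these data, passing the limit was not always enough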
sdo1 growth Rescue 24 h = recorded beside sdo1 growth, whose call it bears; z-score; S. cerevisiae sdo1-depleted JHY4D growth rescue, OD600; measured here: growth rescue at 24 h;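 0 is the plate mean of compound wells and units are plate SD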
The depositor's hits bear a star; / = no result given; [ ] = dose if it differs, or a comment. These rows are one share of the data; rates above refer to the full screens.

SMILES	sdo1 growth	sdo1 growth Rescue 24 h	INS promoter inh
CC(=O)OCCN1C(=O)c2cccnc2C1=O	0.34	-0.01	8
CCOC(=O)N/N=C\c1ccc(C)s1	0.88	0.26	14
CC(C)C(NS(=O)(=O)c1ccc2c(c1)oc(=O)n2C)C(=O)N1CCN(C2CCCCC2)CC1 (stereo not drawn)	0.56	1.9	/
CN(C(=O)c1ccc(=O)[nH]c1)C1(C(=O)NC2CCCCC2)CCCCC1	-0.72	-0.99	-57
NC(=O)c1sc2nc(-c3ccco3)ccc2c1N	-0.56	-0.79	-42
COc1cc(/C=C/C(=O)NC(C)C)ccc1OCc1ccccc1	0.38	0.38	6
COc1cccc(Nc2nc(NCCO)c3ccccc3n2)c1	-0.01	0.26	54
CCN1C(C(=O)c2ccccc2)=C(Nc2ccccc2C)c2ccccc2S1(=O)=O	-0.99	-0.64	-21
CC(=O)NNc1ncnc2c1cnn2-c1ccc(C)cc1	/	/	8
O=C1c2cccnc2-c2ncccc21	1.4	0.7	9
CC(C(=O)Nc1ccc2c(c1)OCO2)c1ccc([N+](=O)[O-])cc1 (stereo not drawn)	/	/	-12
Cc1cccc(NC(=S)N2CCC(C(=O)c3ccc(F)cc3)CC2)c1C	-0.61	-1.1	16
Cc1ccc(S(=O)(=O)n2nc(OC(=O)c3ccco3)cc2N)cc1	-0.19	-0.6	/
Cc1ccc(S(=O)(=O)NCCNC(=O)C2CCCNC2=O)cc1 (stereo not drawn)	1.6	2	8
CS(=O)(=O)N(CC(=O)NCCSC1CCCCC1)c1ccc2c(c1)OCO2	-0.68	-0.38	62
O=C(NCN1C(=O)C2C3C=CC(C3)C2C1=O)OC1CCCCC1 (stereo not drawn)	2	1.8	/
C[C@]12C=CC(=O)C=C1CC[C@@H]1[C@@H]2[C@@H](O)C[C@@]2(C)[C@H]1CC[C@]2(O)C(=O)COC(=O)CCC(=O)O	-0.67	-0.75	-62
O=c1c2ccccc2nc(COc2ccccc2)n1/N=C/c1ccco1	-1.3	-0.81	/
O=C(COC(=O)[C@@H]1CC(O)CN1S(=O)(=O)c1ccc([N+](=O)[O-])cc1)NC12CC3CC(CC(C3)C1)C2 (stereo partly drawn)	0.14	-0.45	/
O=C(CN1CCN(c2ccccn2)CC1)NC(=O)NC1CCCCC1	0.14	-0.57	/
Cc1nn(CCO)c(N)c1C1(O)C(=O)Nc2c(Cl)cc(Cl)cc21 (stereo not drawn)	/	/	-21
O=C(Oc1ccc2ccc(=O)oc2c1)c1cccs1	0.11	0.2	-50
Cc1nc2ccccc2nc1OCC(=O)Nc1ccc(F)cc1	/	/	0
COc1cc(C2c3c(-c4ccccc4)n[nH]c3C(=O)N2c2ccccc2)ccc1O (stereo not drawn)	0.73	0.99	-27

Four entries from above, field by field.
C[C@]12C=CC(=O)C=C1CC[C@@H]1[C@@H]2[C@@H](O)C[C@@]2(C)[C@H]1CC[C@]2(O)C(=O)COC(=O)CCC(=O)O
  sdo1 growth: -0.67
  sdo1 growth Rescue 24 h: -0.75
  INS promoter inh: -62

O=c1c2ccccc2nc(COc2ccccc2)n1/N=C/c1ccco1
  sdo1 growth: -1.3
  sdo1 growth Rescue 24 h: -0.81
  INS promoter inh: /

O=C(COC(=O)[C@@H]1CC(O)CN1S(=O)(=O)c1ccc([N+](=O)[O-])cc1)NC12CC3CC(CC(C3)C1)C2 (stereo partly drawn)
  sdo1 growth: 0.14
  sdo1 growth Rescue 24 h: -0.45
  INS promoter inh: /

O=C(CN1CCN(c2ccccn2)CC1)NC(=O)NC1CCCCC1
  sdo1 growth: 0.14
  sdo1 growth Rescue 24 h: -0.57
  INS promoter inh: /

Going on with the list.
SMILES	sdo1 growth	sdo1 growth Rescue 24 h	INS promoter inh
Cc1ccc(/C=N/Nc2ccc3c(C(F)(F)F)cc(C(F)(F)F)nc3n2)cc1	0.36	-0.14	71*
O=C(Nc1ccc(OC(F)(F)F)cc1)C1=NCCN1	-0.27	-0.49	-7
CNCC(O)CN1CCN(c2ccccc2OC)CC1 (stereo not drawn)	/	/	-3
Cn1ncc2nc[nH]c(=O)c21	0.6	0.36	/
C=C(C)c1cccc(C(C)(C)NC(=O)N(C)C2CCN(C)CC2)c1	/	/	-260
O=c1c(-c2ccccc2)c(O)nc2ccccn12	0.32	-0.43	15
O=C1CC(c2cccs2)CC(O)=C1C=NCCN1CCNCC1 (stereo not drawn)	1.1	0.16	57
CCC(=O)N=c1sc2c(C)cc(C)cc2n1CC(=O)OC	-0.2	-0.26	/
O=C(COC(=O)C1=COCCO1)Nc1ccc(Oc2ccccc2)cc1	-0.3	-0.28	23
COc1ccc2c(C)cc(SCn3nnc4ccccc4c3=O)nc2c1	-0.13	0.12	/
CCc1nc(SCC(=O)Nc2c(C)nn(C)c2C)c2cnn(-c3ccccc3)c2n1	0.11	-0.05	-3
CC(C)Oc1ccc(C(=O)Nc2cc(=O)n(C)c(=O)n2C)cc1	1.3	0.76	/
CC(C)(C)NS(=O)(=O)c1ccc(NC(=O)NC2CCCCC2)cc1	0.22	-0.8	/
Cc1ccc(NC(=O)C2CC=CCC2C(=O)N2CCCCC2)cc1 (stereo not drawn)	-0.63	-0.83	-33
Cc1ccc(CSc2nc3ccccc3cc2C=O)cc1	-2	-0.82	-45
O=C(CCSCc1ccc(Cl)cc1)NCCC1=CCCCC1	-1.7	-0.94	-33
Cc1ccc(CNC(=O)C2C3C=CC4(CN(Cc5cccnc5)C(=O)C24)O3)cc1 (stereo not drawn)	1.4	0.35	36
Cc1nc2ccccc2c(=O)n1NC(=O)C1CCC(C(C)(C)C)CC1 (stereo not drawn)	/	/	-11
O=C1C(Nc2ccccc2)=C/C(=N/S(=O)(=O)c2cccs2)c2ccccc21	-1.9	-0.42	50
O=C(COC(=O)c1ccc(Cl)c(S(=O)(=O)N2CCCC2)c1)NCc1cccs1	/	/	-120
CCCCOC(=O)Nc1ccc(C)c(Cl)c1	-0.35	-0.65	-63
CCC(C)(C)C1CCC(=NNC(=O)c2ccc(Br)o2)CC1 (stereo not drawn)	0.26	-0.77	49
Cc1ccc(NC(=O)CC2SC(=O)N(c3ccccc3)C2=O)cc1 (stereo not drawn)	-1.4	-1.2	-329
Cc1cn2nc(N)c3ccccc3c2n1	0.31	-0.03	/
CCC(CC)C(=O)Nc1c(C)n(C)n(-c2ccccc2)c1=O	0.77	0.1	14
COc1ccccc1C(=O)Nc1ccc(-c2nnc(SCC(=O)O)n2C)cc1	0.59	-0.1	21
Cc1ccc(NC(=O)COC(=O)C2CCC(=O)N2)c(S(=O)(=O)N2CCOCC2)c1 (stereo not drawn)	0.34	0.24	9
Cc1ccc2c(c1)c1c(n2CC2COC(C)(C)O2)C(=O)CCC1 (stereo not drawn)	-0.76	-0.55	/
CCCC1CC(CSC(=N)N)OC1=O (stereo not drawn)	0.02	-0.12	-22
CCOC(=O)C1CCCN(C(=O)c2cc(-c3ccccc3)nc3ccccc23)C1 (stereo not drawn)	/	/	-31
COc1cc(C(=O)NCC(c2ccco2)N(C)C)cc(OC)c1OC (stereo not drawn)	0.96	0.94	/
CCC(=O)NCCc1nc2ccccc2n1Cc1ccc(C)cc1	-0.05	-0.76	-37
O=S(=O)(c1ccc(NC(=S)N2CCN(c3ccccc3F)CC2)cc1)N1CCOCC1	/	/	-43
C=C(C)CSc1nnc([C@@H]2CCCN2C(=O)OC(C)(C)C)o1	0.48	0.03	38
CCOc1nc(NCCO)nc(Nc2cc(Cl)ccc2OC)n1	/	/	-5
COc1cc(C2NC(=S)NC3=C2CCc2ccccc23)cc(OC)c1OC (stereo not drawn)	0.6	0.44	13
Fc1ccc(Oc2cnc3ccccc3n2)cc1	/	/	62
Nc1c(C(=O)c2cccs2)oc2ccccc12	-1.9	-1.5	/
Cc1ccc(Nc2cnn(C34CC5CC(CC(CC(=O)O)(C5)C3)C4)c(=O)c2Cl)c(Cl)c1	/	/	-11
CC(C)(C)c1csc(NC(=O)c2ccc(Cl)s2)n1	-1.1	-1	-28
Cc1cccc(N=C2NC(=O)/C(=C/c3cccs3)S2)c1	-1	-1.3	0
COc1ccc(S(=O)(=O)N(C)C)cc1NCC(=O)Nc1ccc(Br)c(C)c1	/	/	33
O=C(O)c1ccccc1-c1ccccc1C(=O)Nc1nccs1	/	/	-25
O=C1NN(c2ccccc2)C(=O)/C1=C/c1ccc(Sc2cccc3ccccc23)o1	-0.11	-0.25	7
Cc1cc(C)c(C(N)=O)c(NC(=O)Nc2ccccc2)n1	-0.36	-0.6	/
COc1ccc(F)cc1S(=O)(=O)n1cc(C)nc1-c1ccccc1	/	/	53
Cc1ccc(OCCCN(C)C)c(Br)c1	-0.44	-1.2	35
NC(=O)CSc1nnc(-c2ccoc2)o1	-0.03	-0.05	/
N#Cc1ccc(-c2cccnc2)nc1SCc1ccc(Cl)c(Cl)c1	-0.83	0.18	/
COCc1nnc(NS(=O)(=O)c2ccc([N+](=O)[O-])cc2)s1	0.74	0.42	-26
Cc1ccc(Cn2c3ccccc3c3cn[nH]c(=O)c32)cc1	-2.1	-1.7	-143
CC(=O)Oc1ccc(-c2cccc(C(=O)NCCO)c2)cc1	/	/	5
CCn1nc(C(=O)Nc2nc3ccccc3[nH]2)c2ccccc2c1=O	-0.59	-0.3	-108
O=C(c1ccco1)n1nc(-c2ccco2)nc1SCc1ccccc1	0.19	-0.21	17
O=C(O)c1cc(C(=O)O)c(-c2ccccc2)c(C(=O)O)c1	0.45	-0.61	/
CCOc1ccc(C2C(C(=O)Nc3cc(C)on3)c3ccccc3C(=O)N2CCN2CCOCC2)cc1 (stereo not drawn)	/	/	-20
COc1ccc(C(=O)N2CCCc3ccccc32)cc1	-0.14	-0.52	-11
CC1CCN(S(=O)(=O)Cc2ccccc2Cl)CC1	1.4	1.4	14
COC(=O)c1ccc(N=NNc2cccc(Br)c2)cc1	-0.32	0.16	37
CCCCN(C)C(=O)C1CCC(=O)N(c2cc(OC)c(OC)c(OC)c2)C1c1ccc(OC)cc1 (stereo not drawn)	-0.87	-1.1	-15

(more compounds)
SMILES	sdo1 growth	sdo1 growth Rescue 24 h	INS promoter inh
Cc1cccc(OCC(=O)N/N=C\c2cn(C)c3ccccc23)c1	/	/	-21
COc1ccccc1NS(=O)(=O)c1cccc(N2CC(O)=C(c3ccccc3)C2=N)c1	0.64	0.05	57
Cc1c(C(=O)COC(C)(C)C)[nH]c2ccccc12	0.19	0.49	/
Cc1nn(-c2ccccc2)c(N2CCCC2)c1/C=N/Nc1ccc(S(N)(=O)=O)cc1[N+](=O)[O-]	-1	-0.92	/
c1cc(-c2cccs2)nc(-c2cccs2)c1	-0.89	-1.5	/
CCOc1ccc(NC(=O)Cn2nnc3c(cnn3-c3ccc(F)cc3)c2=O)cc1	/	/	-82
O=c1[nH]c2ccccc2c(O)c1O	/	/	0
CC(C)C(NS(=O)(=O)c1cccs1)C(=O)Nc1nc(C(C)(C)C)cs1 (stereo not drawn)	-1.1	-0.5	-16
Cc1ccc(C(=O)Oc2cccc(NC(=O)c3ccccc3)c2)cc1C	-0.5	-0.65	16
CCCOP(=O)(OCCC)C(Nc1ccc(C(=O)O)cc1)c1ccccc1 (stereo not drawn)	/	/	-27
Cc1cccc(NC(=S)NC(=O)c2ccco2)n1	-0.48	-0.78	22
CC(=O)Nc1cc(C(=O)O)ccc1S(=O)(=O)c1ccc(Cl)cc1	1.6[11.1 µM]	2	/
COc1cccc(NC(=O)Cc2nnc(SCC(=O)c3ccccc3)n2C)c1	-0.31	0.25	32
CN1CCN(S(=O)(=O)c2ccc3[nH]cc(C(=O)O)c(=O)c3c2)CC1	0.48	-0.1	40
COc1ccc(-c2n[nH]c(=S)n2-c2ccc3c(c2)OCCO3)cc1	1.1	1.6	-63
CC1CCN(S(=O)(=O)c2cccc(-c3cn4cc(Cl)ccc4n3)c2)CC1	-1.9	-0.99	-31
COC(=O)c1cc(OC)c(OC)cc1NC(=O)Cc1cccs1	/	/	-48
COc1ccc(C(=O)Nc2ccc(S(=O)(=O)N3CCCCC3)cc2)cc1	0	0.06	-46
O=C(Nc1ccc(C(=O)N2CCCCC2)cc1)C1CCCCC1	-0.61	-0.47	44
COc1ccccc1N=Cc1c(O)c2ccccc2oc1=O	0.88	1.3	-6
O=c1[nH]c(CNCc2cccnc2)nc2ccccc12	/	/	-17
O=C(/C=C/c1ccco1)N1CCc2ccccc21	/	/	-17
CCC(C)(C(=O)NC1CCCC1)N(Cc1cccs1)C(C)=O (stereo not drawn)	-0.15	-0.06	39
O=S(=O)(c1ccccc1)C(/C=N\O)/C=C/c1ccccc1 (stereo not drawn)	/	/	-8

Reprinted at random: 5 entries already listed, in no set order.
SMILES	sdo1 growth	sdo1 growth Rescue 24 h	INS promoter inh
CC(C(=O)Nc1ccc2c(c1)OCO2)c1ccc([N+](=O)[O-])cc1 (stereo not drawn)	/	/	-12
Cc1cccc(N=C2NC(=O)/C(=C/c3cccs3)S2)c1	-1	-1.3	0
CCCOP(=O)(OCCC)C(Nc1ccc(C(=O)O)cc1)c1ccccc1 (stereo not drawn)	/	/	-27
Cc1ccc(NC(=O)COC(=O)C2CCC(=O)N2)c(S(=O)(=O)N2CCOCC2)c1 (stereo not drawn)	0.34	0.24	9
Fc1ccc(Oc2cnc3ccccc3n2)cc1	/	/	62

(listing goes on)
SMILES	sdo1 growth	sdo1 growth Rescue 24 h	INS promoter inh
COC(=O)C(C)Sc1nnc(SC(C)C(=O)OC)s1 (stereo not drawn)	0.49	0.08	-19
COc1ccc(NC(=O)c2c3c(nc4ccccc24)CCC3)cc1S(=O)(=O)N1CCOCC1	-0.38	1.2	23
CC(=O)c1ccc(OC(C)C)c(CSc2nc(O)cc(=O)[nH]2)c1	0.87	0.94	13
CCOC(=O)c1cc2sccc2n1CC(=O)N1c2ccccc2CC1C (stereo not drawn)	-2.2	-1.1	/
COCc1cc(C)n(CC(=O)OC)c(=O)c1C#N	/	/	0
